Screens (PubChem)
Bcl-XL Bim block: inhibitors of Bim-Bcl-XL binding, primary screen, biochemical, multiplexed, bead flow cytometry, human Bcl-XL. inhibition, % at 10 µM. Bcl-2-like protein 1 (Homo sapiens), Q07817. Bim peptide-Bcl-XL binding, fluorescence. 190,000 compounds, 0.04% hits
RGS4-Gao reg: modulators of RGS4 binding to Galphao, primary screen, biochemical, multiplexed bead flow cytometry. Guanine nucleotide-binding protein G(o) subunit alpha (Homo sapiens), P09471. actives lie on both sides. binding response (% of control), % at 10 µM. 220,000 compounds, 0.33% hits; in the data active = binding response below about 49% or above about 150%; inactive = in between;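 also: fluorescent Galphao activated with aluminum fluoride binding bead-coupled RGS4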
Target sequence (P09471 whole entry, looked up): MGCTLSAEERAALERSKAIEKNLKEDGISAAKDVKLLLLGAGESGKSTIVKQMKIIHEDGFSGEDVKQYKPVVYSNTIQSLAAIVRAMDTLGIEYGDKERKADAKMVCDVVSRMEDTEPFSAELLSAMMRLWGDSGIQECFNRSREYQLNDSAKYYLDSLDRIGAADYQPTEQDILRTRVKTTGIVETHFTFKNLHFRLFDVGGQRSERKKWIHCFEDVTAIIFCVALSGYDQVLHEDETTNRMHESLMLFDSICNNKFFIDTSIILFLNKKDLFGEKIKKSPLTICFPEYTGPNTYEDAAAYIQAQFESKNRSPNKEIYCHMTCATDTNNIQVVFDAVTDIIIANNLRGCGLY
GSH fluor: compound fluorescence on glutathione beads, profiling panel, artefact control, biophysical, 488/530 nm, flow cytometry. AID 1776, 2009. GSH beads flow cytometry, compound fluorescence 488/530 nm; active compounds read high. 190,000 compounds, 0.25% hits. fluorescence (KMESF) at 10 µM; in the data active = fluorescence above about 89;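 also: glutathione beads carrying GST-tagged Bcl family fusion proteins plus one bare bead set; values are compound well signal with DMSO vehicle wells as background; inactives centre near 16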
ABCG2 inh: ABCG2 efflux pump inhibitors, primary screen, multiplex with ABCB1, IgMXP3 cells, flow cytometry; JC-1 efflux; AID 1325, 2008; Broad substrate specificity ATP-binding cassette transporter ABCG2 (Homo sapiens), Q9UNQ0; 190,000 compounds, 0.1% hits; inhibition, % at 6.6 µM;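 active = inhibition above 80%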;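 also: 0% = DMSO and 100% = nicardipine control wells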
Target sequence (Q9UNQ0 whole entry, looked up): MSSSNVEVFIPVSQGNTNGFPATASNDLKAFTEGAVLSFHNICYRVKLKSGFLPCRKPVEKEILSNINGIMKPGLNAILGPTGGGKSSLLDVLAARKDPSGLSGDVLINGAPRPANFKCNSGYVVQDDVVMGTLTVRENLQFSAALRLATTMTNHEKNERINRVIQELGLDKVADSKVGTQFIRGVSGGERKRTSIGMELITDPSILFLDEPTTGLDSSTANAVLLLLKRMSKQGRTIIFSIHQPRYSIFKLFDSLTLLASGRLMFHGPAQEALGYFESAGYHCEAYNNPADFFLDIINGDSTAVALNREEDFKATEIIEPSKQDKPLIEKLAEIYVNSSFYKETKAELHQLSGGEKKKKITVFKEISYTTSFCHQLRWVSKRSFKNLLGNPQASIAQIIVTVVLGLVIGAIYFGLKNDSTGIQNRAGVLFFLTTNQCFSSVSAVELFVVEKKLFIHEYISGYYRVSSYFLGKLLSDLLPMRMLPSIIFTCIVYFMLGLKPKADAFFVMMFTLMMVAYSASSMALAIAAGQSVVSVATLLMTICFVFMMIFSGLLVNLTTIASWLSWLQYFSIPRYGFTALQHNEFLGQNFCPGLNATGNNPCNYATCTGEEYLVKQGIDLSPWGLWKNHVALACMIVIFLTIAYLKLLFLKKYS
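Times: 10 min at 25 °C | Test system: Two drug-resistant human cell lines, ABCG2 and ABCB1 | Quantity: 3 million cells/mL final, two lines in 1:1 ratio | Signal: Flow cytometry, 530 nm JC-1 signal | Dosing: Compound at 6.6 µM | Controls: Nicardipine and DMSO wells | Reagent: JC-1 as fluorescent efflux pump substrate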
ABCB1 block: ABCB1 efflux pump inhibitors, primary screen, cell-based, multiplex, flow cytometry, ABCG2 counter-screen; CCRF-Adr cells, JC-1 efflux; AID 1326, 2008; 190,000 compounds, 0.067% hits; inhibition, % at 6.6 µM; in the data active = inhibition above about 40%;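 also: 0% = vehicle and 100% = reference inhibitor; higher value means more JC-1 retained so stronger ABCB1 efflux block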
RGS7-Gao reg: RGS7-Galphao binding modulators, primary screen, biochemical, multiplexed bead flow cytometry | binding response (% of control), % at 10 µM | actives lie on both sides | Guanine nucleotide-binding protein G(o) subunit alpha (Homo sapiens), P09471 | AID 1439, 2008 | 220,000 compounds, 0.35% hits; in the data active = binding response below about 49% or above about 150%; inconclusive = no clear call, values can overlap the other calls; inactive = in between;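 also: fluorescent Galphao held in activated GDP-AlF4 state binding bead-coupled RGS7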
Bim-Bfl-1: inhibitors of Bim binding to Bfl-1, primary screen, biochemical, multiplexed, bead-based flow cytometry; Bcl-2-related protein A1 (Homo sapiens), Q16548; Bim-Bfl-1 binding inhibition; AID 1008, 2008; 190,000 compounds, 0.12% hits; inhibition, % at 10 µM;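 also: 0% = wells without compound plus tracer and 100% = blocker peptide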
Bim-Bcl-2: inhibitors of Bim-Bcl-2 binding, primary screen, biochemical, multiplexed, human Bcl-2 family; Bead-based flow cytometry, Bim peptide-Bcl-2 binding; inhibition, % at 10 µM; Apoptosis regulator Bcl-2 (Homo sapiens), P10415; 190,000 compounds, 0.06% hits; AID 950, 2007; in the data active = inhibition above about 40%; inconclusive = no clear call, values can overlap the other calls;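 also: 0% = no compound wells with probe peptide and 100% = reference peptide inhibitor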
RGS8-Gao: RGS8-Galphao binding modulators, primary screen, biochemical, multiplexed bead flow cytometry | response (percent of control binding), % at 10 µM | 220,000 compounds, 0.34% hits | Guanine nucleotide-binding protein G(o) subunit alpha (Homo sapiens), P09471 | actives lie on both sides | AID 1423, 2008; in the data active = response below about 60% or above about 140%; inactive = in between;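 also: Galphao activated as the GDP aluminium fluoride complex binding bead-coupled RGS8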
Bim-Bcl-W: inhibitors of Bim binding to Bcl-W, primary screen, biochemical, multiplexed, bead-based flow cytometry | Bcl-2-like protein 2 (Homo sapiens), Q92843 | Bim peptide-Bcl-W binding | inhibition, % at 10 µM | 190,000 compounds, 0.02% hits | AID 952, 2007;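 also: 0% = bound tracer without compound and 100% = peptide blocker; higher means less fluorescent Bim peptide bound to Bcl-W beads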
Bim-Bcl-B: inhibitors of Bim-Bcl-B binding, primary screen, biochemical, multiplexed, human Bcl-2 family. 190,000 compounds, 0.073% hits. bead-based flow cytometry, Bim peptide-Bcl-B binding. inhibition, % at 10 µM. AID 951, 2007. Bcl-2-like protein 10 (Homo sapiens), Q9HD36;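 also: 0% = tracer peptide without compound and 100% = reference inhibitor peptide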
* hit, by the source's call; ? = inconclusive. Rule as the data show it, unless noted: active = inhibition above about 40%.

SMILES	Bcl-XL Bim block	RGS4-Gao reg	GSH fluor	ABCG2 inh	ABCB1 block	RGS7-Gao reg	Bim-Bfl-1	Bim-Bcl-2	RGS8-Gao	Bim-Bcl-W	Bim-Bcl-B
COc1ccc(NC(=S)N2CCC(C(=O)N3CCCCCC3)CC2)cc1	-5	89	16	0	0.0	92	-1	-4	94	-2	-1
O=C(CSc1ccsc1[N+](=O)[O-])Nc1cc(F)ccc1F	-2	93	11	-1	-0.3	89	3	2	97	1	1
O=C1c2ccncc2C(=O)N1Cc1cccc(Cl)c1	0	99	62	2	0.6	97	0	0	100	-1	0
Cc1noc(NC(=O)c2ccc(Cl)c(Cl)c2)c1Cl	2	103	11	2	0.1	105	4	4	103	0	2
Cc1ccc(N(CC(=O)Nc2cc(C)cc(C)c2)S(=O)(=O)c2cccc3nonc23)cc1	1	106	11	3	0.5	105	-4	-9	104	6	-3
CC1CCC(C(=O)NC(C(=O)NCc2ccccn2)C(C)C)CC1 (stereo not given)	4	99	37	0	0.1	100	-11	-8	97	1	-3
CCn1c(SCC(=O)c2ccccc2)nnc1-c1cnccn1	6	112	25	-1	-0.3	113	2	4	96	6	5
O=C(CSc1ncn(-c2ccccc2)n1)Nc1nccs1	1	101	28	1	0.3	103	-10	-8	103	-1	-10
O=C(Nc1ccc2ccccc2c1)Nc1ccc2snnc2c1	-2	103	10	0	-0.5	103	-2	-3	101	0	0
COC(=O)CN1CCN(C(=O)c2ccc(F)cc2)c2ccccc2C1	-9	100	21	1	-0.1	103	-27	-6	102	-1	-8
Cc1ccccc1NC(=O)OCc1cn(-c2ccc(Cl)cc2)nn1	-3	99	27	0	0.2	99	-7	-2	101	-3	-4
CC(C)(C)c1ccccc1OCC(=O)NCCC(=O)O	-6	102	4	5	0.3	105	-14	-4	100	-1	-3
COc1ccccc1/C=N/NC(=O)CSc1cc(C)nc2ccccc12	2	105	13	1	-2.9	105	-4	-4	100	0	-1
CN(C(=O)COc1ccc(Br)cc1Cl)C1CCCCC1	1	98	18	2	0.3	?	-5	-2	96	2	-2
O=C(Cn1[nH]c(=O)c2ccccc2c1=O)NCc1cccnc1	-5	105	16	2	0.3	105	-10	-5	108	0	-9
CC(=O)Nc1nc(-c2ccccc2)nc(C)c1C(C)=O	-9	111	34	4	0.7	110	-5	-5	113	-5	-1
Cc1cc(C)n(C(=O)c2ccc([N+](=O)[O-])cc2N)n1	-2	92	13	1	-0.1	92	-5	2	98	-1	-4
CC(=O)c1cccc(S(=O)(=O)N(Cc2cc3cc4c(cc3[nH]c2=O)OCCO4)CC2CCCO2)c1 (stereo not given)	-8	98	27	8	0.5	100	-17	-15	99	-5	-8
CCc1ccccc1NC(=O)COC(=O)C1CC(=O)N(c2ccc(F)cc2)C1 (stereo not given)	-4	104	42	1	0.3	104	-8	-4	101	3	-6
Nc1ncc(-n2cncn2)c(-c2ccccc2)n1	-5	101	12	1	0.2	102	-3	-4	100	-2	-4
COc1cccc(-n2cc3c(=O)n(C)c(=O)n(C)c3c2)c1	-2	109	15	11	1.5	106	-11	0	105	1	-6
CS(=O)(=O)c1ccc(Cl)c(NC(=O)COC(=O)CNC(=O)c2ccc(Br)o2)c1	-1	100	15	2	0.3	98	5	0	96	0	2
C=CCOc1cccc(C2C(C(=O)c3ccco3)=C(O)C(=O)N2Cc2ccncc2)c1 (stereo not given)	-3	101	14	4	-0.8	102	-10	-9	102	0	-12
Cc1nn2cc(-c3ccccc3)nc2s1	-1	86	6	0	0.0	86	-3	-1	91	0	-1
COc1ccc(N2C(=O)N(Cc3cccc(F)c3)c3ccccc3S2(=O)=O)cc1	-5	104	11	11	2.5	104	-13	-10	107	-2	-10
(list continues)
SMILES	Bcl-XL Bim block	RGS4-Gao reg	GSH fluor	ABCG2 inh	ABCB1 block	RGS7-Gao reg	Bim-Bfl-1	Bim-Bcl-2	RGS8-Gao	Bim-Bcl-W	Bim-Bcl-B
O=C(COc1ncnc2scc(-c3ccccc3)c12)NCCN1C(=O)CSC1=O	0	98	15	-1	-0.7	?	1	1	102	-3	1
COC(=O)c1ccccc1NC(=O)N[C@@H](C)C(=O)OC	-3	98	10	1	0.0	102	-9	-5	99	3	-7
COc1ccc(-c2cc(C(F)(F)F)n3nc(C(=O)Nc4cc(C)on4)cc3n2)cc1OC	-2	102	14	2	0.5	100	-11	-10	105	1	-6
Cc1ccc(-c2cc(C(=O)NCc3ccco3)no2)cc1	-7	104	34	22	-0.3	101	-17	-9	103	-2	-7
CCOc1ccccc1NS(=O)(=O)c1cccc2nsnc12	-13	84	38	3	1.0	86	-9	-7	98	0	-5
CCc1cc2c(=O)n(-c3ccccc3)c(=S)[nH]c2s1	-2	108	17	5	1.1	102	2	2	102	-2	-13
O=[N+]([O-])c1ccc(Cl)c(S(=O)(=O)N2CCCCCC2)c1	-3	103	7	8	0.8	105	0	-2	105	-2	-4
COc1cc(OC)c(C2N(c3ccc(Cl)c(Cl)c3)C(=O)C3CCCN32)cc1OC (stereo not given)	-5	101	31	17	0.7	98	-12	-13	105	-4	-7
CC(C)(C)C1=CC(=O)C(N2CCOCC2)=CC1=O	-9	99	13	5	0.5	96	2	-18	95	-1	-9
Cc1[nH]nc2c1C(C(C)C)C(C#N)=C(N)O2 (stereo not given)	-8	102	30	17	-0.1	98	-15	-5	100	-2	-11
Cc1ccccc1-c1n[nH]c(=S)n1/N=C/c1c(C)nn(-c2ccccc2)c1C	-12	99	19	-6	-1.5	104	-8	-11	97	-7	-34
CCC(=O)NC(=S)Nc1ccc(NC(=O)c2cc3ccccc3o2)c(OC)c1	-1	104	18	0	-0.1	104	0	-2	103	0	-1
O=[N+]([O-])c1cc(Cl)ccc1N1CCCC1	0	106	14	9	1.6	102	-9	-2	107	0	-2
O=C(CN1CCC(O)(c2ccc(F)cc2)CC1)NCc1ccc(F)cc1	-1	105	54	0	0.0	99	-10	-8	104	3	-6
CCOC(=O)C1=C(C)N(Cc2ccc(C(=O)O)cc2)C(=O)NC1c1ccc([N+](=O)[O-])cc1 (stereo not given)	-1	103	19	16	2.4	100	1	4	105	-2	0
COc1cccc(CNC(=O)CCC2CCCN(C(=O)c3ccc(OC)o3)C2)c1 (stereo not given)	-3	95	9	1	0.3	96	-10	-5	99	-3	-2
Nc1nc2n(n1)C(c1ccco1)CC(c1ccc(Cl)cc1)N2 (stereo not given)	-3	101	14	18	1.9	100	-9	-6	101	0	-9
CC(C)NC(=O)c1cc2c(C(F)(F)F)nn(C)c2s1	-3	100	37	18	0.4	97	-15	-2	100	-2	-7
CCCC(C)C(=O)Nc1ccc(F)c(Cl)c1 (stereo not given)	1	107	13	8	0.3	98	-4	-1	104	0	1
O=C(NCc1ccccn1)c1cc(-c2ccc(Br)cc2)nc2ccccc12	-5	101	11	-4	0.2	100	0	-1	100	-3	-2
COc1ccc(NC(=O)COc2nc3ccccc3nc2N2CCOCC2)c(OC)c1	-2	120	14	2	0.9	?	3	0	116	-4	4
CCc1ccccc1N(CC(=O)N1CCN(c2ccccc2)CC1)S(C)(=O)=O	-1	97	31	5	1.6	92	-9	-10	96	0	-4
Cc1ccc(NC(=O)CN(C)C(=O)c2ccc(C(F)(F)F)cc2)cc1	-2	98	16	2	0.5	98	0	0	98	-2	-3
CC(=O)Nc1ccc(OCC(=O)NCc2ccc3c(c2)OCO3)cc1	-1	97	12	0	0.2	?	-2	0	99	-4	-5
Cc1ccccc1OCCC(=O)OCC(=O)NC(C)c1ccccc1 (stereo not given)	0	100	23	3	-0.3	102	-3	-6	99	0	-5
Other structures:
SMILES	Bcl-XL Bim block	RGS4-Gao reg	GSH fluor	ABCG2 inh	ABCB1 block	RGS7-Gao reg	Bim-Bfl-1	Bim-Bcl-2	RGS8-Gao	Bim-Bcl-W	Bim-Bcl-B
CC(=O)c1c(C)[nH]c(C(=O)OCC(=O)N2c3ccccc3NC(=O)C2(C)C)c1C	-8	101	11	20	0.6	98	-5	-3	97	-4	-5
CCC(C)NC(=O)CN(c1cc(Cl)cc(Cl)c1)S(C)(=O)=O (stereo not given)	-1	101	9	2	0.8	101	-6	-4	102	-2	-5
Cc1ccc(C(=O)Nc2ccccc2N2CCN(C(=O)C(C)C)CC2)cc1C	-3	98	27	36	11	110	-19	-13	99	-1	-8
CCC1(CC)Cc2ccccc2C2=C(C(=O)N3CCCCC3)C(=O)C(=O)N21	-2	99	12	2	0.3	102	-1	-8	100	-5	-2
O=C(c1ccccc1NS(=O)(=O)c1cccc([N+](=O)[O-])c1)N1CCOCC1	0	103	25	2	0.2	104	-1	-1	100	0	2
CCNc1ccc(Br)cc(C(=O)/C=C/c2c(Cl)cccc2Cl)c1=O	2	99	16	-1	0.1	97	4	2	99	1	0
CN(C)c1ccnc(C(=O)O)c1	0	104	11	0	1.1	102	-1	-1	104	-1	-4
COc1ccccc1Nc1ccncc1[N+](=O)[O-]	0	101	9	5	0.1	98	4	1	94	-3	0
CCOC(=O)c1cc2n(c1C)-c1ccccc1C2=O	-9	102	26	5	0.5	100	-12	-3	100	0	-7
O=C1c2ccccc2NC(c2ccccn2)N1c1ccccc1F (stereo not given)	0	95	18	6	1.2	96	-2	4	93	0	0
CCN(CC)Cc1c(O)ccc2c(=O)c(-c3ccc4c(c3)OCCO4)coc12	-1	96	34	1	0.3	94	-14	-9	100	0	-8
COc1cccc(-c2nc(SCC(=O)Nc3nc(-c4ccccc4)c(C)s3)[nH]c(=O)c2C#N)c1	-7	97	10	-13	-1.6	102	-6	0	99	-2	-1
CN(C)CCNC(=O)/C=C/c1cn(-c2ccccc2)nc1-c1cc2ccccc2oc1=O	-6	108	12	1	-0.2	111	-4	-3	105	-2	-6
CCOc1ccc(Nc2nc(Cl)nc(NCCO)n2)cc1	-5	106	13	15	0.3	106	-15	-4	116	-1	-6
O=C(Nc1nncs1)c1ccccc1NS(=O)(=O)c1cccs1	-3	103	14	1	0.3	105	-9	-7	101	0	-11
O=C(O)Cc1sc(-c2ccccc2Cl)nc1-c1ccccc1	0	98	14	10	1.0	?	-3	-2	98	0	0
COC(=O)C1=C(NC(=O)C2CCCCC2)CCS1	-7	98	15	2	0.0	99	0	0	90	-5	-1
